All columns: NCI-60 one-dose screen, growth in % after 48 h at 10 µM unless noted; 100 = growth as untreated, 0 = no growth, -100 = all killed.
CCRF-CEM: CCRF-CEM leukemia | 7% of 77,000 active | AID 1794778
EKVX: EKVX NSCLC | 3% of 71,000 active | AID 1794765
HOP-92: HOP-92 NSCLC cells; 6.3% of 71,000 active; AID 1794738
SK-MEL-5: SK-MEL-5 melanoma. 6.4% of 80,000 active
A549/ATCC: A549/ATCC NSCLC; 3.7% of 81,000 active; AID 1794740
M14: M14 melanoma; 6.2% of 80,000 active; AID 1794745
SK-MEL-28: SK-MEL-28 melanoma. 4.1% of 81,000 active
HOP-62: HOP-62 NSCLC; 3.9% of 80,000 active; AID 1794735
* = called active by the depositor; . = no result given; & = joins results of further samples. The calls were made as follows: active = growth percent below 10; inactive = the rest. Outcome played no part in choosing rows, and some 12% of all compounds hit somewhere here.

SMILES | CCRF-CEM | EKVX | HOP-92 | SK-MEL-5 | A549/ATCC | M14 | SK-MEL-28 | HOP-62
C[C@]1(CO)O[C@@H](n2cc(F)c(N)nc2=O)[C@H](O)[C@@H]1OCc1ccccc1 | 114 | 96 | . | 101 | 92 | 98 | 102 | 95
Cc1cc(=O)oc2cc(Oc3nc(Br)cn4c(Br)cnc34)ccc12 | 106 | 76 | 37 | 40 | 78 | 83 | 104 | 52
O=C(NNc1nc2c(F)cccc2n2cccc12)c1cnccn1 | 11 | 18 | 67 | 6.0* | 16 | 3.2* | 8.9* | 30
Cn1cccc1-c1cc(-c2ccc(Br)cc2)n(N=O)c(=O)c1C#N | 91 | 97 | 79 | . | 103 | 114 | 121 | 88
Nc1nnc(-c2c[nH]c3ccc(F)cc23)c(-c2c[nH]c3ncccc23)n1 | 62 | 65 | 82 | 64 | 74 | 63 | 71 | 57
COc1ccc(-c2nc(SCC(=O)Nc3nc(-c4ccc(Cl)cc4)cs3)[nH]c(=O)c2C#N)cc1 | 66 | 98 | 70 | 92 | 92 | 87 | 102 | 91
O=C(N/N=C\c1cc(Cl)ccc1O)c1ccncc1 | 11 | 83 | 47 | 37 | 80 | 48 | 64 | 56
O=C(Nc1ccc(C(F)(F)F)cc1)Nc1ncccc1OCc1ccccc1 | 63 | 83 | 74 | 104 | 81 | 80 | 91 | 77
O=C(c1cccs1)c1ccccc1Cc1cccs1 | 105 | . | 75 | 115 | 105 | 116 | 115 | 107
NC[C@H]1O[C@@H](O[C@H]([C@H]2O[C@@H](n3ccc(=O)[nH]c3=O)[C@H](O)[C@@H]2O)[C@H](NCCCC(=O)NCc2ccc(N3CCC(Oc4ccc(OC(F)(F)F)cc4)CC3)cc2)C(N)=O)[C@H](O)[C@@H]1O | 100 | 95 | 91 | 98 | 91 | 94 | 119 | 94
OCc1ccccc1CC(O)C(O)c1ccccc1 (stereo unspecified) | 105 | 99 | 103 | 98 | 100 | 101 | 104 | 105
CN(C)CC/C=C1\c2ccccc2CSc2ccccc21 | 95 | 110 | 68 | 96 | 98 | 105 | 109 | 98
CSc1cc(=O)[nH]cn1 | 101 | 101 | 90 | 104 | 82 | 87 | 106 | 87
c1ccc2c(c1)C[C@@H]1OC(C3(C4=N[C@@H]5c6ccccc6C[C@@H]5O4)CC3)=N[C@H]21 | 99 | 96 | 98 | 91 | 94 | 96 | 106 | 104
COc1cc(C=O)ccc1Oc1nc(Nc2ccc(F)cc2)nc(N(C)C)n1 | 18&86 | 60&77 | 66&87 | 76&32 | 91&95 | 65&93 | 84&100 | 86&90
O=C(Nc1cccc2ccccc12)c1cc2c(cc1Br)OCO2 | 95 | 93 | . | 99 | 113 | 162 | 119 | 125
Fc1ccc(-c2nc(-c3nc4ncccc4[nH]3)cc3c2[nH]c2ccccc23)cc1F | 67 | . | 70 | 28 | 59 | 79 | 94 | 79
Nc1ccc2c(c1Cl)C(=O)c1ccc(N)c(Cl)c1C2=O | 84 | 49 | 95 | 96 | 95 | 107 | 118 | 80
COc1cc(CNC(=O)Cc2ccccc2[N+](=O)[O-])ccc1OCC(=O)NO | 102 | 100 | 101 | 103 | 106 | 101 | 109 | 102
O=C(O)c1ccccc1Sc1ccc([N+](=O)[O-])cn1 | 107 | 101 | 114 | 96 | 108 | 108 | 126 | 98
O=C1/C(=C\c2cccc(OCc3ccc(Br)cc3)c2)N=C2SCCCN12 | 94 | 79 | 94 | 87 | 88 | 91 | 101 | 89
O=c1[nH]c(=S)[nH]cc1-c1ccc(Cl)c(Cl)c1 | 91 | 34 | 76 | 97 | 95 | 105 | 115 | 88
c1cc2ccc3cc2cc1CNCCSCCNCc1ccc2ccc(cc2c1)CNCCSCCNC3 | 92 | 95 | 90 | 97 | 87 | 103 | 105 | 97
O=C(CSc1nc2ccccc2c(=O)n1Cc1ccccc1)Nc1ccc(S(=O)(=O)Nc2ccc(Cl)nn2)cc1 | 108 | 93 | 94 | 101 | 108 | . | 114 | 89
O=[N+]([O-])c1ccc(N/N=C\c2ccccc2[N+](=O)[O-])nc1 | 98 | 101 | . | 105 | 92 | 126 | 110 | 123

Remaining list, next part
SMILES | CCRF-CEM | EKVX | HOP-92 | SK-MEL-5 | A549/ATCC | M14 | SK-MEL-28 | HOP-62
CC1=NC(C(=O)O)CC1C (stereo unspecified) | 94 | 115 | . | 105 | 103 | 104 | 112 | 101
C=CCn1cnc2c(=S)nc[nH]c21 | 102 | 115 | 92 | 109 | 114 | 96 | 108 | 125
CSc1nn(-c2nc(-c3cccs3)c(C#N)c(=O)[nH]2)c(N)c1C#N | 101 | 94 | 101 | 102 | 94 | 100 | 103 | 71
COC(=O)Cc1ccccc1C(=O)OC | 95 | 114 | 127 | 107 | 98 | . | 106 | 97
O=C(O)c1ccc(Nc2ncnc3c2cnn3-c2cccc(F)c2)cc1 | 97 | 101 | 100 | 100 | 98 | 99 | 110 | 98
N#C/C(=C\c1ccc2c(c1)CCC2)C(N)=O | 118 | 111 | . | 99 | 101 | 115 | 110 | .
COc1ccc2c(c1)O/C(=C\c1ccc(O)cc1)C2=O | 68 | 95 | 105 | 102 | 93 | 102 | 102 | 102
CC1=C(C(=O)Nc2ccc(Cl)cc2)C(c2ccc3c(c2)OCO3)NC(=S)N1 (stereo unspecified) | 102 | 94 | 81 | 100 | 91 | 99 | 107 | 91
CCCCC1COc2cccc3c(SCC(=O)N4CCCc5ccccc54)cc[n+]1c23 (stereo unspecified) | 106 | 111 | 127 | . | 108 | . | 107 | 120
COc1cc2c(cc1OC)[C@H](C(=O)O)C(c1ccc3c(c1)OCO3)N(C)C2=O (stereo partly specified) | 99 | 119 | 81 | 94 | 106 | 116 | 122 | 117
Cc1nc(Cl)nc(N(C)c2ccccc2)c1[N+](=O)[O-] | . | . | . | 104 | 99 | 98 | 102 | 115
CC1(C)OC2OC(COC(=O)c3ccccc3)C(O)C2O1 (stereo unspecified) | 93&99 | . | 109 | 104&102 | 101&101 | 107&97 | 98&106 | 95&124
CSc1nnc(-c2cc3c([nH]c4ccccc43)c(-c3cccc(O)c3)n2)n1-c1ccccc1 | 22 | 46 | 49 | 20 | 46 | 14 | 36 | 48
Cc1ccccc1N1C(=O)C2CC=CCC2C1=O (stereo unspecified) | 102 | 103 | 107 | 96 | 99 | 100 | 95 | 92
CN(C)CCCNC(=O)c1cc(NC(=O)c2cc(NC(=O)c3cc(NC(=O)c4nccn4C)cn3C)cn2C)cn1C | 103 | 105 | 90 | 98 | 101 | 106 | 106 | 95
CC(=O)Oc1ccccc1C(=O)Oc1ccc(C(=O)/C=C/c2ccncc2)cc1 | 44 | 81 | 94 | 71 | 81 | 48 | 69 | 83
Nc1[nH]c(=S)nc2oc(-c3ccccc3)c(-c3ccccc3)c12 | 119 | 98 | 102 | 102 | 98 | 106 | 101 | 87
N#C/C(=C/c1cc([N+](=O)[O-])ccc1Cl)C(N)=O | 63 | . | 88 | 99 | 106 | 89 | 105 | 95
COc1cccc(NC(=O)c2sc3nc4c(cc3c2N)CN(Cc2ccccc2)CC4)c1C | 85 | 89 | 94 | 93 | 100 | 93 | 106 | 81
FC(F)(F)c1ccc(-c2ncc(-c3ccc(C(F)(F)F)cc3)c(N3CCC4(CC3)OCCO4)n2)cc1 | 91 | . | . | 96 | 98 | 90 | 105 | 105
Cc1cc(C)n(-c2nnc3n2N=C(c2ccc(-c4ccccc4)cc2)CS3)n1 | 28 | . | -2.1* | 28 | 32 | 30 | 53 | 55
CC(C)(C)COC(=O)c1ccccc1 | 101 | 113 | 100 | 102 | 115 | . | 117 | 104
Cn1ccc2cc(NC(=O)Cn3cc(CN4CCCCC4)nn3)ccc21 | 102 | 107 | 101 | 106 | 102 | 113 | 111 | 92
CC(C)(C)c1ccc(C(=O)n2c(=S)oc3ccc(Cl)cc32)cc1 | 97 | 104 | 98 | 96 | 99 | 118 | 119 | 107
NC(N)=N/N=C\c1ccnc2ccccc12 | . | . | 90 | 99 | 95 | 98 | 105 | 94

Next part:
SMILES | CCRF-CEM | EKVX | HOP-92 | SK-MEL-5 | A549/ATCC | M14 | SK-MEL-28 | HOP-62
CN(C)c1cnccn1 | 61 | 104 | 94 | 96 | 91 | 98 | 103 | 90
CCN(CC)c1ccc(/C=C2\SC(=S)N(C3CC(=O)N(c4ccc(Cl)cc4)C3=O)C2=O)cc1 (stereo unspecified) | 87 | 89 | 124 | 99 | 106 | 99 | 100 | 98
CC(C)(C)CC(C)(C)NCC(O)COc1ccc2c(c1)CCC2 (stereo unspecified) | 61 | . | 57 | 95 | 100 | 73 | 101 | 89
CCCC1C(=O)N2C(N(C)C)=Nc3ccc(C)cc3N2C1=O (stereo unspecified) | 64 | 90 | 80 | 100 | 95 | 101 | 119 | 88
CCNc1nc2c(ccc3c(C)c(CC)c(=O)oc32)o1 | 98 | 91 | 83 | 99 | 95 | 108 | 113 | 125
COc1cc2ncnc(Nc3ccc(OCc4cccc(F)c4)c(Cl)c3)c2cc1NC(=O)C1CCCC1 | 93 | 38 | 76 | 95 | 65 | 71 | 90 | 79
CC(=O)Nc1c(Cl)cc2c(c1Cl)Cc1c-2cc(Br)c(N)c1Br | 109 | 108 | 105 | 100 | 95 | 111 | 113 | 101
N#Cc1cnc(OC2CCOC2)nc1-n1cnc2ccccc21 (stereo unspecified) | 109 | 106 | 108 | 107 | 97 | 107 | 113 | 94
CC(=O)Oc1ccc(OCc2ccccc2)cc1 | 79 | 103 | 86 | 99 | 75 | 93 | 109 | 93
CN1C([C@@H]2C[C@@H]3C(=O)N(c4ccccc4)C(=O)[C@@H]3c3ccoc32)=CC2C=CC=CC21 (stereo partly specified) | 102 | 89 | 92 | 102 | 98 | 107 | 106 | 107
COC(=O)c1cc(=O)n(Cc2ccco2)c(=Nc2ccccc2)s1 | 69 | . | 69 | 100 | 78 | 97 | 87 | 101
O=C1Nc2ccccc2C12C=C(c1ccccc1)Nc1c2c(-c2ccccc2)nn1-c1ccccc1 (stereo unspecified) | 26 | 53 | 66 | 68 | 45 | 58 | 82 | 81
NS(=O)(=O)c1ccc(Nc2ccnc(SCC(=O)c3ccccc3)n2)cc1 | 107 | 102 | 95 | 97 | 105 | 99 | 110 | 112
Cc1ccc(-c2cc(O)c(C(=O)N3CCOCC3)s2)cc1 | 76 | 100 | 97 | 99 | 84 | . | 105 | 104
Fc1ccc(Nc2nc3nonc3nc2Nc2ccc(F)cc2)cc1 | 17 | . | -31* | -46* | 6.3* | . | 4.4* | -5.6*
